RAD52 inh: blocks human RAD52 DNA annealing | inhibition, % at 18.7 µM | AID 651710 | 0.46% of 360,000 active | recombinant RAD52 DNA annealing, FRET fluorescence;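 active means every replicate showing at least 50% inhibition; inconclusive means mean inhibition at least 50% but not in every replicate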
RAD54 inh: blocks human RAD54 Holliday junction branch migration; AID 602329; FAM/BHQ fluorescence; inhibition, % at 10.4 µM; 0.14% of 360,000 active;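 active means mean normalized replicate activity at least 40 and at least half of replicates scoring 40 or more; inconclusive means only one of the two criteria met; inactive means mean below 40 and under half of replicates reaching 40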;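 further: 0% = median of neutral control wells and 100% = median of positive control wells; inhibitors cause a drop in the FAM fluorescence signal; in these data hits start at about 50%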
Casp6 inh: inhibitors of human caspase-6 | purified caspase-6, Z-VEID-R110 cleavage fluorescence | 0.53% of 350,000 active | P55212 | inhibition, % at 12.5 µM;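 active means mean inhibition across replicates at least about 35%, with every replicate also reaching that limit, limit read from the data; inconclusive means only one of the two criteria met; inactive means neither criterion met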;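 further: 0% = median of neutral control wells and 100% = no fluorescence left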
Target sequence (P55212 24-179 limits assumed): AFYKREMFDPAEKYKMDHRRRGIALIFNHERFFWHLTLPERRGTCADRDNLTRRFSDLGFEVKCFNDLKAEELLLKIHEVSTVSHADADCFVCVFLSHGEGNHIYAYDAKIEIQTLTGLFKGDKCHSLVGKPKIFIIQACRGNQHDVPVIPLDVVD
Target sequence (P55212 194-293 limits assumed): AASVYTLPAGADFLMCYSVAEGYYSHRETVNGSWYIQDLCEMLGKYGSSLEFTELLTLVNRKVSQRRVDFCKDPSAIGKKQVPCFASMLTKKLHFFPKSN
E-sel inducer: E-selectin induction on HUVECs | HUVEC E-selectin immunofluorescence imaging; normalized: neutral wells 0, TNF-alpha wells 100 | activation, % at 7.58 µM | 0.37% of 260,000 active;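 active means mean E-selectin-positive cell signal at least 10% of the positive control, reached in at least 60% of replicates, without over 20% cell loss; inconclusive means no rule given, readout overlaps actives, possibly toxicity-flagged; inactive means the rest, including those meeting only one limit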;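 further: in these data hits start at about 27%; measured in HUVEC primary endothelial cells; signal is the percent of cells scored E-selectin positive by PE staining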
Target sequence (P16581 whole entry, looked up): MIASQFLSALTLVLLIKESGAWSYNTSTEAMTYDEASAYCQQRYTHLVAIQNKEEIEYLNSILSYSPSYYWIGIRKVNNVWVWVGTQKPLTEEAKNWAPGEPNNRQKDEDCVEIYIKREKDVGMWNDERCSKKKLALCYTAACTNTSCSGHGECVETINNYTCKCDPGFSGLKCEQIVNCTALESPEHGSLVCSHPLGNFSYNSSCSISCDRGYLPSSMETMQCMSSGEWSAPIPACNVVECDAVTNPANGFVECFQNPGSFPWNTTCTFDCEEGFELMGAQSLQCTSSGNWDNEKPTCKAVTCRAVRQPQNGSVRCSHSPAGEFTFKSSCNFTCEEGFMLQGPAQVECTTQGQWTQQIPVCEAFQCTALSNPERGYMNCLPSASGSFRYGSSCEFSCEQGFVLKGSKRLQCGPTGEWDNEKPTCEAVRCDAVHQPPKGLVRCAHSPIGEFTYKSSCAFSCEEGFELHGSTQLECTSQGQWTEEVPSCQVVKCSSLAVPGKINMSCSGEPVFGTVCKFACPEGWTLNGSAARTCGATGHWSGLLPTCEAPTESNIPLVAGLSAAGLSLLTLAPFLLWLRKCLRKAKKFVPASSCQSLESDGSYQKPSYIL
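assay system = HUVEC, human umbilical vein endothelial cells | input = 3,000 HUVEC seeded per well | medium = EGM-2 growth medium on 0.1% gelatin-coated wells | dosing = one compound dose added by pin transfer | signal = immunofluorescence imaging | read-out basis = % PE-positive cells | control set = TNF-alpha, DMSO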
INS-1E GSIS act: primary screen for activators of insulin secretion dependent on glucose, INS-1E cells, GLuc reporter luminescence. INS-1E GLuc reporter insulin secretion, 2-3 h. activation, % at 16.6 µM. 0.61% of 370,000 active. AID 743287;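 active means lowest replicate activation of at least 40%, so every replicate reaches that level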;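 further: 0% = median of neutral control wells and 100% = median of IBMX positive control wells; some compounds called inactive have numbers as strong as hits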
CFTR F508del cor: CFTR F508del correction in bronchial cells; CFBE cells, YFP halide quenching; stimulated with forskolin plus potentiator P3; % fluorescence drop versus neutral controls; activity (quench increase), % at 7.58 µM; 0.36% of 350,000 active;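 active means mean added fluorescence quench of at least 8% versus neutral control, with both replicates also reaching 8%; inconclusive means only one of the mean or replicate conditions met; inactive means mean below 8% and not both replicates reaching 8%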;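 further: cells transiently co-express mutant CFTR-F508del with the halide-sensitive YFP; corrector assay measuring rescue of mutant channel to the surface after 24 h compound exposure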
DENV2 CPE: inhibitors of DENV2 cytopathic effect. DENV2-infected cells, cytopathic effect rescue, plate reader. CPE inhibition, % at 9.99 µM. 1.7% of 350,000 active. AID 651640; in the data active means CPE inhibition above about 20%, passing the limit was not always enough; inconclusive means no clear call, values can overlap the other calls; tested in BHK-21 cells;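 further: 0% = median of neutral control wells and 100% = median of positive control wells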
Xi reactivation: activators of X-chromosome reactivation in mouse fibroblasts; XiGFP mouse fibroblasts, % GFP-positive cells imaging, 3 d; cells co-treated with 5-aza-dC sensitizer; scaled so ellipticine positive control = 100%; activation, % at 7.58 µM; 0.055% of 360,000 active; AID 743238;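 active means mean normalized replicate activation at least 10% and every replicate at or above 10%; inconclusive means only one of the two criteria met; inactive means mean below 10% and not all replicates reach 10%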;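 further: 0% = median of on-plate neutral control wells and 100% = ellipticine 6 µM median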
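material = 68-5-11 XiGFP fibroblast line | medium = DMEM plus 5-aza-dC sensitizer | schedule = 3 days compound exposure | benchmarks = positive control ellipticine, 6 µM final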
The depositor's hits bear a star; ? = inconclusive; . = no result given; & = joins results of further samples. Outcome played no part in choosing rows. Share with any hit: about 3.7%.

Order of results – RAD52 inh | RAD54 inh | Casp6 inh | E-sel inducer | INS-1E GSIS act | CFTR F508del cor | DENV2 CPE | Xi reactivation
CNC(=O)CSc1nc2cccnc2n1-c1ccc(F)cc1
  3.3 | -3.3 | 0.0 | -0.1 | 78.4* | 4.1 | 1.5 | 0.3
C1CCc2c(c(N3CCOCC3)nc3sc4c(N5CCOCC5)nnnc4c23)C1
  0.0 | . | 3.7 | . | 10.8 | -0.6 | -7.4 | 0.0
O=C(C1CC1)N1CCCCN2[C@@H](CO)[C@@H](c3ccc(C#CC4CCCC4)cc3)[C@@H]2C1
  29.4 | 5.9 | -0.5 | -0.6 | -21.1 | 3.2 | 17.8 | 0.0
COc1ccc(N2CCN(C(=O)CNC(=O)c3ccccc3Cl)CC2)cc1
  3.4 | 10.5 | -2.9 | . | -0.7 | 0.4 | -0.1 | 0.1
Cc1cc(C)nc(SCC(=O)NN=C2CCCC2)n1
  -5.8 | . | 4.2 | . | 0.9 | -1.4 | -0.7 | 0.0
Cc1ccccc1NC(=O)CNC(=O)N1CC(=O)Nc2ccccc21
  -8.9 | -5.5 | -0.1 | . | -3.1 | 3.9 | -4.8 | 0.0
COc1cc(/C=C2\C(=O)ON=C2c2ccccc2)cc(Cl)c1O
  -390.5 | . | 1.0 | 4.6 | -7.1 | 3.9 | -4.8 | 0.1
CNC(=O)C[C@@H]1CC[C@H]2[C@H](COc3ccc(NC(=O)Nc4ccc(F)c(F)c4)cc3C(=O)N2C)O1
  3.6 | -6.8 | -0.1 | 0.0 | -15.0 | 1.1 | -0.5 | 0.1
O=C1CC(N2CCN(c3ccccn3)CC2)C(=O)N1c1ccc(F)cc1 (configuration not stated)
  -9.5 | 0.7 | 2.4 | 0.8 | 2.6 | -3.1 | -2.5 | 0.0
NC(=O)c1cccc(-c2cccc3nccn23)c1
  -16.8 | -4.2 | -0.2 | 4.7 | -1.8 | 2.0 | 6.3 | 0.3
C=CCNC(=O)C(=O)NCC(c1ccc2c(c1)OCO2)N1CCOCC1 (configuration not stated)
  -11.6 | -2.6 | -2.2 | . | -2.7 | -0.4 | -3.8 | 0.2
C[C@@H](NC(=O)C[C@@H]1CC[C@@H]2[C@H](COc3ccc(NS(=O)(=O)c4ccc(Cl)cc4)cc3C(=O)N2C)O1)c1ccccc1
  10.4 | -2.5 | 3.8 | 0.4 | -7.9 | 0.1 | 3.9 | 0.0
NS(=O)(=O)c1ccc(CCNC(=O)C2CCCN(S(=O)(=O)c3cccnc3)C2)cc1 (configuration not stated)
  -9.2 | 0.0 | -1.3 | 0.1 | -3.4 | -3.9 | -9.0 | 0.0
NCC[C@H](O)C(=O)N[C@@H]1C[C@H](N)[C@@H](O[C@H]2O[C@H](CN)[C@@H](O)[C@H](O)[C@H]2O)[C@H](O)[C@H]1O[C@H]1O[C@H](CO)[C@@H](O)[C@H](N)[C@H]1O
  57.1* | 99.7* | -284.9 | -1.9 | . | -4.2 | ? | 0.0
CN(C)CCNC(=O)c1c(CSc2ccccc2)noc1C(=O)NCc1ccccc1
  -12.7 | -3.5 | -7.1 | 0.1 | -27.1 | -3.5 | -2.5 | -0.2
COc1c(/C=N/NC(=O)c2ccccc2O)c(CCN(C)C(C)=O)cc2c1OCO2
  . | -9.6 | . | 1.4 | 28.5 | . | . | -0.1
C[C@@H]1CN([C@H](C)CO)C(=O)c2cccc(NC(=O)c3ccc(-c4nccs4)cc3)c2O[C@H]1CN(C)Cc1ccncc1
  12.0 | -24.7 | 1.1 | -2.6 | -6.1 | 1.9 | 0.4 | 0.0
COc1ccc(OC)c(NC(=S)N2CCN(Cc3ccccc3)CC2)c1
  -6.9 | . | 0.9 | . | -3.7 | -1.3 | -5.2 | 0.0
Cc1ccc(OC(=O)N(C)C[C@@H]2OCc3cn(nn3)CCCC(=O)N([C@@H](C)CO)C[C@H]2C)cc1
  -22.4&-1.2&-3.2 | -9.5&4.3&18.8 | -0.3&3.5&-3.1 | 0.0 | 1.8 | -0.2&-2.3&1.6 | -2.1&-4.7 | 0.1&-0.1
C[C@H](CO)N1C[C@H](C)[C@H](CN(C)C(=O)Nc2ccccc2)Oc2ccc(NC(=O)Cc3ccccc3)cc2CC1=O
  14.7 | -1.3 | -0.7 | 0.4 | -6.5 | -2.0 | 16.6 | 0.1
Cc1cc(NC(=O)c2cccs2)ccc1NC(=O)Cc1ccccc1
  -6.7 | . | 0.0 | . | 12.0 | 3.9 | 4.3 | 0.1
C[C@H]1CN([C@@H](C)CO)S(=O)(=O)c2ccc(-c3cccc(C#N)c3)cc2O[C@H]1CN(C)Cc1cccc(F)c1
  -2.3 | -5.5 | -2.6 | -0.1 | -1.1 | -1.0 | 17.2 | -0.9
CC(C)Cn1c(N)c(C(=O)CSc2nccn2C)c(=O)n(C)c1=O
  -9.2 | -6.5 | 3.1 | 0.1 | 23.9 | -0.5 | -5.3 | 0.1
CO[C@H]1CN(C)C(=O)c2cc(NC(=O)c3ccccc3F)ccc2OC[C@H](C)NC[C@@H]1C
  16.9 | 3.7 | 0.4 | 0.1 | 14.4 | -0.3 | 9.0 | -0.3
CCN(CC)CCOc1ccccc1OC
  -3.3 | -9.0 | 1.0 | 0.4 | 0.9 | 2.9 | 2.3 | 0.2
CC(C)CC#Cc1cnc2c(c1)C(=O)N([C@H](C)CO)C[C@H](C)[C@@H](CN(C)C(=O)Cc1cccnc1)O2
  -3.0 | -2.1 | -2.1 | ? | -4.1 | -0.6 | 7.0 | -1.3
CCCOc1cccc(C(=O)NCCNC(=O)c2ccccn2)c1
  0.6 | -2.4 | -0.9 | -0.2 | 13.1 | 1.5 | -1.5 | 0.0
CCC1CCCCN1C(=O)c1ccccc1OC1CCN(S(C)(=O)=O)CC1 (configuration not stated)
  -6.7 | . | 8.7 | 0.8 | 4.0 | 3.1 | 5.0 | -0.4
COc1cccc(C2=CC(=O)CC(C)(C)C2)c1OC
  -9.3 | -0.9 | -1.8 | -0.1 | -4.8 | 0.4 | -14.1 | -0.2
C[C@@H]1CN([C@H](C)CO)C(=O)c2cc(C#Cc3ccccn3)cnc2O[C@H]1CN(C)C(=O)c1ccccn1
  -43.2 | -8.5 | -1.7 | -0.1 | 21.3 | -1.4 | 11.8 | 0.6
Cn1c(=O)oc2cc(S(=O)(=O)N3CCN(c4ccccc4F)CC3)ccc21
  -85.5 | -3.6 | -3.7 | . | 9.9 | 2.0 | -3.6 | 0.3
CCCNC(=O)N(C)C[C@H]1Oc2cc(-c3ccc(C)cc3)ccc2S(=O)(=O)N([C@@H](C)CO)C[C@H]1C
  10.8 | -19.7 | -2.5 | 0.2 | -11.1 | -0.3 | -5.1 | -0.9
Cc1ccnc(NS(=O)(=O)c2ccc(CC(C)C)cc2)c1
  5.5 | -9.3 | 8.9 | . | 9.0 | . | 5.8 | .
CC(C)n1c(C(F)(F)F)nc2cc(C(=O)N3CCCCC3)ccc21
  -6.3 | . | -2.5 | 23.4 | 3.5 | 1.8 | 3.6 | 0.4
CCCSc1ccc([C@H]2N[C@@](C)(C(=O)OC)[C@H]3C(=O)N(CC)C(=O)[C@@H]23)cc1
  -1.0 | 0.9 | 1.3 | 0.0 | -9.1 | 2.2 | -7.3 | -0.1
C[C@@H]1CN([C@@H](C)CO)C(=O)Cc2cc(NS(=O)(=O)c3cn(C)cn3)ccc2O[C@H]1CN(C)Cc1ccc(C(=O)O)cc1
  3.8 | 6.3 | -0.6 | -0.6 | 9.5 | 1.1 | -4.9 | 0.3
CC(=NNc1ccccc1)C(C)=NNc1ccccc1
  -22.8 | 6.2 | -6.5 | -0.7 | 24.5 | 0.0 | 2.9 | 0.0
CC(C)C#Cc1ccc2c(c1)O[C@@H](CN(C)C(=O)CN(C)C)[C@@H](C)CN([C@@H](C)CO)S2(=O)=O
  21.9 | 2.5 | -0.5 | 0.2 | -4.5 | 0.4 | 30.7* | -0.3
CCCCc1c(-c2ccccc2OC)ncn1Cc1cccc(F)c1F
  -23.8 | . | 4.7 | 0.0 | 10.7 | 0.6 | 9.2 | 0.0
COCC(=O)N1C[C@H](C)[C@H](OC)CN(C)C(=O)c2cc(NC(=O)NC(C)C)ccc2OC[C@H]1C
  -0.6 | 2.6 | 0.4 | 1.7 | 8.5 | -0.6 | -11.4 | 0.2
COC(=O)C[C@H]1CC[C@H]2[C@@H](COC[C@@H](O)CN2C(=O)Nc2cccc(F)c2)O1
  3.4 | 7.8 | 0.2 | 0.0 | -5.4 | -1.4 | -1.8 | 0.2
Cc1ccnc(NS(=O)(=O)c2ccc(NC(=O)c3ccc(S(=O)(=O)N4CCCC4)cc3)cc2)n1
  -12.4 | . | 3.0 | . | 2.1 | . | -3.3 | 0.1
COc1cc(F)ccc1-c1csc(C(C)(NC(C)=O)c2ccccc2)n1 (configuration not stated)
  -1.0 | 13.9 | -0.8 | 0.7 | -3.0 | 2.1 | ? | -0.1
CC1(C(=O)O)CCN1C(=O)c1cccnc1Oc1ccccc1 (configuration not stated)
  -62.2 | -9.8 | 1.1 | 0.2 | 1.5 | 0.0 | 2.7 | 0.1
COc1ccc(NC(=O)N(C)C[C@@H]2Oc3ccc(NC(=O)CCCN(C)C)cc3C(=O)N([C@@H](C)CO)C[C@@H]2C)cc1
  0.3 | 5.5 | -1.7 | -10.3 | 20.5 | 0.7 | -5.1 | 0.1
CC(C)n1nnnc1SCC(=O)NNC(=O)C1CCCCC1
  -9.7 | -1.7 | 0.5 | . | 5.0 | . | -10.5 | .
CCCCCCNC(=O)c1cccc(-c2ccc(C)c3ccccc23)n1
  -12.6 | -1.2 | -0.3 | -0.1 | -25.1 | -2.3 | -0.3 | 0.2
C[C@@H]1CN([C@H](C)CO)C(=O)c2cc(NS(=O)(=O)c3cccs3)ccc2O[C@H]1CN(C)C(=O)Nc1ccc(F)cc1
  -3.2 | 5.0 | -0.9 | 0.2 | 8.0 | 1.2 | -6.8 | 0.0
CCCCNC(=O)C1CC(=O)N(CCc2ccc(C)cc2)C1 (configuration not stated)
  -8.1 | 4.2 | 0.4 | 0.2 | 3.6 | . | -0.5 | -0.1
COc1ccc(-n2c(Cn3c(=O)sc4ccccc43)nnc2SCC(N)=O)cc1
  -9.5 | -2.4 | -0.3 | 0.4 | 29.4 | 0.4 | -0.5 | 0.0
O=C(COC(=O)c1cccc(N2C(=O)C3CC=CCC3C2=O)c1)c1ccccc1 (configuration not stated)
  -5.0 | -6.9 | -1.7 | 0.2 | 2.6 | 3.9 | 15.5 | 0.4
COc1ccc(OC)c(Nc2cc3ccccc3c(=O)[nH]2)c1
  -45.1 | 1.0 | 99.0* | 1.0 | -15.8 | -2.7 | ? | 0.3
COc1ccc(N2CCN(CCNC(=O)Nc3ccc([N+](=O)[O-])cc3OC)CC2)cc1
  -6.9 | 4.4 | 0.8 | . | -9.7 | -1.2 | -7.6 | 0.0

Screens (PubChem)
